Screens (PubChem BioAssay)
HTT cytoprotect: cytoprotection in Huntington HTT-Q103 PC12 cell model | 230,000 compounds, 0.14% hits | PC12 HTT-Q103 induced, cytoprotection, ATP luminescence, 40 h | Potency, µM (doses to about 56.4 µM), for the others: cytoprotection (ATP increase), actives largely listed as activators;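 further: % of control where 0% means no effect; nearly all actives have a fitted effect of over 45% in size; toxic huntingtin expression switched on by the ecdysone agonist tebufenozide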
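PC12 cells stably carrying ecdysone-inducible Htt exon 1 (Q103)–GFP were induced with 100 nM tebufenozide (final) alongside library compounds in a dose series. Cytoprotection was scored as retained ATP by ATPlite luminescence.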
Tau fluor counter: counter-screen for tau fibril formation inhibitors; AID 1463; 280,000 compounds, 0.93% hits; tau K18 P301L Alexa594 fluorescence, heparin fibrillization; Potency, µM (titrated, usually from 57.7 µM), without a hit: at the top dose activity change, negative = decrease; further: on the % scale 0 is the no-effect control and ±100 the full control effect; nearly all actives have a fitted effect of over 55% in size
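Human K18 P301L tau (15 uM unlabeled plus 0.24 uM Alexa 594-labeled, final) in 100 mM sodium acetate pH 7 was mixed with compound and 20 uM heparin and incubated 6 hr at 37 C.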
KDM4E inh: inhibitors of human JMJD2E histone demethylase; AID 2147; 230,000 compounds, 1.6% hits; JMJD2E catalytic domain, FDH-coupled NADH fluorescence (FDH is formaldehyde dehydrogenase); B2RXH2; Potency, µM (top dose mostly 57.1 µM), without a hit: at the highest dose activity change, negative = inhibition, most hits filed as inhibitors; active means well fitted inhibition curve with a large enough effect, not every such curve was filed as active; inconclusive means small, poorly fitted or top-dose-only effect, or another doubt; inactive means no such curve, though single readings can be large or run the other way;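 further: 0% = wells with enzyme and -100% = buffer wells without enzyme; nearly all actives have a fitted effect of over 50% in size; many of its hits are not listed in these tables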
Target sequence (B2RXH2 1-337 limits assumed): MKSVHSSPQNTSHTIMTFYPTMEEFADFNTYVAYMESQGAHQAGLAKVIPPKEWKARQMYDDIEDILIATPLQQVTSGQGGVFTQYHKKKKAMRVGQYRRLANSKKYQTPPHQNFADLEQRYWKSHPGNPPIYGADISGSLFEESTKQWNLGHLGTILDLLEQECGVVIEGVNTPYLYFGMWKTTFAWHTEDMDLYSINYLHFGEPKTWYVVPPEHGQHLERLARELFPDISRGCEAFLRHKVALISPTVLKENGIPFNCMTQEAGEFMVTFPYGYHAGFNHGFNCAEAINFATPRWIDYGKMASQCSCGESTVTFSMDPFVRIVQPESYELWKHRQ
HttQ103 aggreg: mutant huntingtin aggregation inhibition. PC12 HttQ103-GFP aggregates, Acumen cytometry, 40 h. Potency, µM (series often up to 46.1 µM), for inactives: at the top dose activity change, negative = inhibition, usual class: inhibitors. 220,000 compounds, 1.1% hits. AID 1688; further: on the % scale 0 is the no-effect control and ±100 the full control effect; nearly all actives have a fitted effect of over 60% in size
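Steps: seed 1500 PC12 HTTQ103-GFP cells/well; add tebufenozide, 100 nM final; add compound titration; add ATPLite reagent; quantify GFP aggregates by laser scanning cytometry.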
ALDH1A1 block: ALDH1A1 (human) enzyme inhibition. Potency, µM (highest dose often 75.3 µM), inactives show top-dose activity, negative = inhibition, usual class: inhibitors. Purified ALDH1A1, NADH fluorescence, propionaldehyde substrate. P00352. 220,000 compounds, 7.3% hits. AID 1030; active means well fitted inhibition curve with a large enough effect, not every such curve was filed as active; inconclusive means small, poorly fitted or top-dose-only effect, or another doubt; inactive means no such curve, though single readings can be large or run the other way;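 further: plate controls were no enzyme wells and a reference inhibitor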
Target sequence (P00352 whole entry, looked up): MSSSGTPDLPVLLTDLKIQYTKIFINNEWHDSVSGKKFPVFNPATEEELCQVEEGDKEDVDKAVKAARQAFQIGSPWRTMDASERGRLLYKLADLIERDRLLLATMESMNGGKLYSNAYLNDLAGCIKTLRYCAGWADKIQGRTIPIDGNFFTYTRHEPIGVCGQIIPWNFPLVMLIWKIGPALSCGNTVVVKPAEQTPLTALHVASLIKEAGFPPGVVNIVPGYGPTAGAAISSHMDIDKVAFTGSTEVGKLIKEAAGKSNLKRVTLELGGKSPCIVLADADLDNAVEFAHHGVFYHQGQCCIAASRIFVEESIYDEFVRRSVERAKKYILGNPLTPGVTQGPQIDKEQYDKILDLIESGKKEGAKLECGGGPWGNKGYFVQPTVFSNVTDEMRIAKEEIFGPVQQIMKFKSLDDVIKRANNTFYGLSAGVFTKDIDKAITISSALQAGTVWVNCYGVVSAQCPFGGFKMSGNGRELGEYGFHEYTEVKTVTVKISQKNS
Tau fibril FP: inhibitors of human tau fibril formation; P10636; K18 P301L tau heparin fibrillization, Alexa594 FP, 6 h; Potency, µM (series often up to 57.7 µM), for inactives: top-dose activity, negative = inhibition, usual class: inhibitors; 280,000 compounds, 0.39% hits; further: on the % scale 0 is the no-effect control and ±100 the full control effect; nearly all actives have a fitted effect of over 55% in size
Target sequence (P10636 561-689 P618L limits assumed): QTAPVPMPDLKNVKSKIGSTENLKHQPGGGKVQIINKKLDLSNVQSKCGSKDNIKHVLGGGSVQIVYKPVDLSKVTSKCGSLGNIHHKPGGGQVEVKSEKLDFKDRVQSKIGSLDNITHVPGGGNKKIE
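Heparin (20 uM) drove fibril formation of recombinant tau K18 P301L, 15 uM unlabeled with 0.24 uM Alexa 594 label, for 6 hr at 37 C in 100 mM sodium acetate pH 7. Fluorescence polarization (555/632 nm) read 1 hr after 30 uM ThT.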
Tau fibril ThT: blocks human tau fibril formation measured by thioflavin T; P10636; recombinant tau K18 P301L (four-repeat tau fragment), heparin-induced fibrillization, ThT fluorescence; Potency, µM (series often up to 57.4 µM), for inactives: top-dose activity, negative = inhibition, usual class: inhibitors; 270,000 compounds, 2.1% hits; AID 1460; further: on the % scale 0 is the no-effect control and ±100 the full control effect; nearly all actives have a fitted effect of over 55% in size
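Aggregation was driven by heparin (20 uM final) acting on recombinant tau […] bearing P301L in 100 mM sodium acetate pH 7; fibrils were detected with Thioflavin T.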
SMN2 splice enh: increases expression of the SMN2 splice variant. 210,000 compounds, 2.8% hits. HEK293 SMN2-luciferase splicing reporter, luminescence, 30-36 h. Potency, µM (doses to about 46.1 µM), for the others: at the top dose activity change, positive = activation, usual class: activators; further: % of control where 0% means no effect; nearly all actives have a fitted effect of over 55% in size
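HEK293 cells carry an SMN2 […]–luciferase reporter in which exon 7 inclusion puts luciferase in frame. Cells were plated 10-12 h before compound addition, then incubated 30-36 h at 37C. ONE-Glo luminescence was read; sodium butyrate at 4.5 mM final served as control.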
* hit, by the source's call; ? = inconclusive; . = not tested or not shown; & = joins results of further samples; ! = not confirmed by another sample; [ ] = remark or other dose. Unless noted, the call rests on the fitted dose curve; in most records, active means well fitted curve in the direction sought with a large enough effect; inconclusive means small, poorly fitted or top-dose-only effect, or another doubt; inactive means no such curve, though single readings can be large; an effect the other way counts as inactive or inconclusive. Potency means the concentration at half of the fitted maximal effect. These rows are one share of the data, so the mix of outcomes need not match the whole.

SMILES	HTT cytoprotect	Tau fluor counter	KDM4E inh	HttQ103 aggreg	ALDH1A1 block	Tau fibril FP	Tau fibril ThT	SMN2 splice enh
Cc1oc2ccc(O)c(CN3CCCC(C)C3)c2c1C(=O)Nc1ccccc1 (stereo not given)	.	-8.0%	.	.	.	-3.8%	-3.8%	14.2%
Nc1cc(=O)[nH]c(SCC(=O)Nc2ccc(Cl)c(Cl)c2)n1	-9.9%	-17.9%	-5.6%	1.2%	-2.2%	-17.0%	-2.4%	-0.6%
CC(=O)Nc1ccc(S(=O)(=O)NCc2ccccn2)cc1	.	1.2%	-5.8%	0.7%	7.3%	2.7%	-5.8%	-2.1%
CS(=O)(=O)NCCOc1ccc(S(=O)(=O)NCCOc2ccccc2)cc1	-8.3%[10 µM]	6.0%	-10.8%	?	-11.7%	5.0%	8.3%	-5.9%
C/C(=N\NC(=S)NC1CCCCC1)c1ccc(OC(F)F)cc1OC(F)F	-28.6%	11.1%	-6.0%	-15.1%[9.22 µM]	0.4%	3.6%	10.3%	-70.1%[inhibitor]
Cc1ccc(COc2coc(CO)cc2=O)cc1	-21.0%	3.8%	2.1%	8.1%	-6.2%	8.1%	0.9%	-6.8%
CC1=C[C@H]2OC(=O)[C@@H](C)[C@H]2C[C@@H]2[C@H]1C[C@@H](O)[C@@]2(C)O	17.2%[10 µM]	-1.9%	-5.9%	34.1%[9.22 µM]	.	-5.2%	-7.3%	.
COc1ccc(C2Nc3ccccc3C(=O)N2Cc2ccco2)cc1COc1ccccc1F (stereo not given)	6.9%	-25.3%	?	-6.3%	?	-0.1%	-13.9%	-7.3%
N#CC(C(=O)NC1CCCCC1)c1nc2ccccc2nc1N1CCN(c2ccc(F)cc2)CC1 (stereo not given)	-3.2%	-7.2%	10.4%	-10.4%	-3.4%	-3.3%	-6.7%	6.2%
COc1ccc(-c2nnc(SCc3cccc(C)c3)n2N)cc1	-1.0%	2.2%	-1.1%	-0.1%	0.5%	0.8%	-16.3%	-7.9%
O=C(CSc1nnnn1-c1ccc2c(c1)OCCO2)Nc1nc2c(s1)CCCC2	-7.7%[10 µM]	-15.2%	1.7%	?	-14.9%	-9.4%	1.8%	-33.4%[inhibitor]
CSC1=NCCN1C(=O)c1ccc(S(=O)(=O)N2CCCC2)cc1	-5.7%[10 µM]	12.7%	4.6%	-12.4%	?	3.7%	13.7%	-14.9%

Compound profiles, from the list above.
`O=C(CSc1nnnn1-c1ccc2c(c1)OCCO2)Nc1nc2c(s1)CCCC2` reads HTT cytoprotect: -7.7%[10 µM]; Tau fluor counter: -15.2%; KDM4E inh: 1.7%; HttQ103 aggreg: ?; ALDH1A1 block: -14.9%; Tau fibril FP: -9.4%; Tau fibril ThT: 1.8%; SMN2 splice enh: -33.4%[inhibitor]
`CS(=O)(=O)NCCOc1ccc(S(=O)(=O)NCCOc2ccccc2)cc1` reads HTT cytoprotect: -8.3%[10 µM]; Tau fluor counter: 6.0%; KDM4E inh: -10.8%; HttQ103 aggreg: ?; ALDH1A1 block: -11.7%; Tau fibril FP: 5.0%; Tau fibril ThT: 8.3%; SMN2 splice enh: -5.9%

(list continues)
SMILES	HTT cytoprotect	Tau fluor counter	KDM4E inh	HttQ103 aggreg	ALDH1A1 block	Tau fibril FP	Tau fibril ThT	SMN2 splice enh
CCC(CC)c1nnc(NC(=O)c2cccc(S(=O)(=O)N3CCc4ccccc43)c2)s1	-16.9%	?	-2.0%	?	?	-15.3%	-16.7%	-22.9%
CC(C)(C)c1ccc2c(c1)C(=O)c1ccccc1C2=O	0.5%[10 µM]	-28.6%	2.5%	-24.2%	?	6.1%	-12.4%	.
O=C(O)C1CC=CCC1C(=O)NCCc1csc(-c2ccccc2)n1 (stereo not given)	.	1.6%	11.8%	1.2%	?	3.8%	-4.5%	16.5%
CC(OC(=O)Cc1ccc(Cl)cc1)C(=O)NCCC1=CCCCC1 (stereo not given)	2.9%[10 µM]	-1.9%	-3.1%	-0.9%	-11.5%	7.9%	-2.9%	18.4%
CC(=O)Oc1cccc(/C=c2\sc3nc(-c4ccco4)nn3c2=O)c1	-31.7%	-5.9%	7.5%	?	?	-8.3%	?	25.8%
CCOC(=O)C1CCN(C(=O)c2cccnc2Cl)CC1	-1.1%	4.5%	-0.8%	-16.4%	-3.9%	-7.3%	6.3%	-8.0%
COc1cc(C(=O)CC2(O)C(=O)N(Cc3ccccc3Cl)c3ccccc32)cc(OC)c1OC (stereo not given)	.	?	.	.	.	-4.5%	?	-10.0%
N/C(=N\OC(=O)Cc1ccccc1)c1ccc(Br)cc1	-0.1%[10 µM]	-3.9%	-5.2%	16.1%	-7.2%	-4.7%	-2.2%	-30.1%[inhibitor]
C=CCN1C(=O)C(Cc2ccc(OCC)cc2)SC1=Nc1ccc(C(=O)O)cc1 (stereo not given)	21.4%[10 µM]	-3.8%	3.4%	?	-2.9%	7.1%	-5.9%	8.9%
Cc1cc2nc3ccc(=[N+](C)C)cc-3sc2cc1N	-34.9%[10 µM]	?	14.1µM*	-37.1%[9.22 µM]	.	8.91µM*	1.12µM*	.
Cc1c(CCOC(=O)C23CC4(C)CC(C)(CC(C)(C4)C2)C3)sc[n+]1CC(=O)c1ccccc1	.	-22.3%	-2.6%	.	9.4%	1.3%	?	-1.2%
COc1cccc(C(=O)Nc2cc(C)ccc2NC(=O)COc2ccccc2)c1	-18.1%	-12.1%	-6.5%	12.5%	14.1µM*	-7.9%	-20.1%	.
Cc1cc(=O)oc(C)c1C(=O)Nc1cnc2ccccc2c1	-8.4%	-10.9%	-13.6%	-0.9%	-6.7%	1.3%	-13.4%	.
COC(=O)c1cnc(NNC(=O)c2ccc([N+](=O)[O-])cc2)nc1C(F)(F)F	12.0%[10 µM]	-21.5%	-3.1%	6.0%[9.22 µM]	?	-1.4%	?	.
O=C1C2C3C=CC(C3)C2C(=O)N1CNc1ccccn1 (stereo not given)	8.8%	0.3%	4.3%	0.7%	10.2%	-1.7%	-10.7%	-6.5%
Fc1ccc(/C=N/Nc2nc3ccccc3[nH]2)cc1F	-67.2%[inhibitor]	?	1.8%	?	6.8%	-3.6%	?	12.3%
Cc1nc2ccccc2nc1N1CCCC1	-6.6%&9.8%[10 µM]	-0.3%	-1.2%	-11.9%[9.22 µM]	-2.3%[13.5 µM]	13.0%	-7.1%	-6.8%[9.22 µM]
O=c1cc(NCc2ccco2)[nH]c(=O)n1-c1ccc(Br)cc1	21.3%[10 µM]	-6.9%	-3.5%	-15.1%	1.8%	-1.0%	-10.9%	-4.7%
COc1ccccc1N1CCN(C(=O)CCCn2c(=O)[nH]c3ccsc3c2=O)CC1	12.6%[10 µM]	3.5%	5.1%	-11.8%	-2.6%	3.8%	-13.3%	1.0%
CCc1[nH]c(=S)c(C#N)c2c1CCCC2	.	-9.1%	-10.0%	-6.6%	?	-8.1%	-17.7%	-1.7%
O=C(NCc1ccc(Cl)cc1)c1ccc(Br)o1	-94.0%&-14.6%[inhibitor]	-27.0%[81.3 µM]	3.1%	1.3%	12.6µM*!	-6.7%[81.3 µM]	?	-12.8%
NNC(=O)CNC(=O)C12CC3CC(CC(C3)C1)C2	-6.9%[10 µM]	1.7%	4.7%	-1.4%	0.0%	2.2%	-0.3%	4.4%
CC1=C(C(=O)OC(C)C)C(c2ccccn2)n2ncnc2N1 (stereo not given)	-12.8%	1.4%	1.1%	-7.5%	4.1%	-3.7%	-5.9%	6.6%
Nc1nc(SCC(=O)N2N=C(c3ccc(Cl)cc3)CC2c2ccco2)n[nH]1 (stereo not given)	12.4%[10 µM]	-21.2%	-4.1%	4.1%[9.22 µM]	-11.8%	5.7%	-13.5%	.

Of the compounds above, 2 have a COOH group:
SMILES	HTT cytoprotect	Tau fluor counter	KDM4E inh	HttQ103 aggreg	ALDH1A1 block	Tau fibril FP	Tau fibril ThT	SMN2 splice enh
O=C(O)C1CC=CCC1C(=O)NCCc1csc(-c2ccccc2)n1 (stereo not given)	.	1.6%	11.8%	1.2%	?	3.8%	-4.5%	16.5%
C=CCN1C(=O)C(Cc2ccc(OCC)cc2)SC1=Nc1ccc(C(=O)O)cc1 (stereo not given)	21.4%[10 µM]	-3.8%	3.4%	?	-2.9%	7.1%	-5.9%	8.9%

Going on with the list:
SMILES	HTT cytoprotect	Tau fluor counter	KDM4E inh	HttQ103 aggreg	ALDH1A1 block	Tau fibril FP	Tau fibril ThT	SMN2 splice enh
CNC(=O)CCCCC(=O)N/N=C/c1ccc(Cl)cc1Cl	30.2%[10 µM]	-9.7%	0.0%	21.0%[9.22 µM]	.	-3.8%	.	.
COc1cc(OC)cc(C(=O)N2CCN(c3ncccn3)CC2)c1	1.1%	6.6%	?	17.5%	-20.8%	2.9%	-5.2%	4.1%
CC(C)(C)CC(=O)OCC(=O)Nc1cc(C(C)(C)C)nn1-c1ccccc1	-2.2%	-15.3%	0.6%	15.3%	4.8%	1.0%	-6.2%	-9.2%
Cc1cc(C)c2nc(NNC(=O)c3ccc(S(=O)(=O)N4CCCCC4)cc3)sc2c1	.	?	?	?	?	?	22.4µM*	-103.7%[inhibitor]
C[n+]1cnc(-c2ccccc2)cc1-c1ccccc1	.	6.9%	?	5.3%	?	9.1%	1.4%	-20.5%
CCC(C)(C)NC(=O)CN(C(=O)c1snc(C(N)=O)c1N)c1ccc2c(c1)OCO2	1.4%	0.4%	-2.0%	0.9%	12.8%	4.2%	2.0%	1.8%
CCCc1nn(C)c2c(=O)[nH]c(-c3cc(S(=O)(=O)Nc4ccc(NC(C)=O)cc4)ccc3OCC)nc12	-20.1%[10 µM]	-24.8%	5.0%	-9.7%[9.22 µM]	.	-12.2%	-1.3%	.
CCNc1nc(NCC)nc(C(=O)OCCO)n1	-4.8%	-11.7%	-4.4%	10.7%	?	-4.8%	-7.8%	1.9%
CC1(C)CC(=O)C(C(=O)c2ccccc2)C(=O)C1	6.5%[10 µM]	-1.6%	13.5%	6.6%[9.22 µM]	5.8%	-0.7%	-1.7%	.
O=C(NCCc1ccccc1)c1ccc2c(c1)CCN2S(=O)(=O)c1ccc(Br)cc1	.	?	.	.	.	-9.1%	1.2%	3.8%
O=C(O)c1ccccc1C(=O)NCc1ccccc1	-11.2%	2.8%	-7.9%	-6.6%	-2.0%	6.0%	3.6%	11.0%
